Bioassay records deposited in PubChem by several laboratories.
Ba/F3 V617F tox – reduce viability of Ba/F3 cells dependent on JAK2V617F | Ba/F3 EpoR-JAK2V617F viability, ATP luminescence | inhibition, % at 5.6 µM | hit rate 1.1% among 220,000 | AID 1446;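 active = inhibition above the campaign mean plus 3 SD over all tested compounds, cut at about 24% in these data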;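 note: cytokine-independent growth of Ba/F3 cells driven by EpoR plus mutant JAK2; 0% = DMSO-treated cells and 100% = JAK inhibitor I control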
CHOP inhibitor – CHOP inhibition in unfolded protein response; CHO-K1 CHOP-promoter luciferase, tunicamycin-induced, 15-18 h; hit rate 3.8% among 220,000; inhibition, % at 10 µM;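 active = compounds that reduced the stress-induced luciferase reporter signal by more than about 70% of percent inhibition, limit read from the data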;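 note: 0% = tunicamycin plus vehicle and 100% = wells without tunicamycin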
NPY-Y1 PAM-ag – potentiators or agonists of human neuropeptide Y receptor Y1; P25929; activation, % at 3.6 µM; hit rate 0.37% among 220,000; NPY-Y1 expressing cells, potentiator/agonist activation; in the data active = activation above about 33%, passing the limit was not always enough;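 note: cells stimulated with NPY at EC10 then isoproterenol at EC100; 0% = low agonist plus stimulus and 100% = saturating agonist plus stimulus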
Target sequence (P25929 whole entry, looked up): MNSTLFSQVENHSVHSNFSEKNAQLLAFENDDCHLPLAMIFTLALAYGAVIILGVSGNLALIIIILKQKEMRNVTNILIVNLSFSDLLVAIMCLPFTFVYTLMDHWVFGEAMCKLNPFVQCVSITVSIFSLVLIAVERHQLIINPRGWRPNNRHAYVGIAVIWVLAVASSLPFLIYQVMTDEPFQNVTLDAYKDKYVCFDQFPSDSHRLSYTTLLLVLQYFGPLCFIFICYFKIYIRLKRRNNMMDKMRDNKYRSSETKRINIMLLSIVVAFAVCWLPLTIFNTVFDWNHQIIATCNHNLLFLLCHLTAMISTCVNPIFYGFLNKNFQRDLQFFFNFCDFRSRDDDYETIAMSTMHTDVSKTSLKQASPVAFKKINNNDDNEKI
NCF1 inh – blocks human p47phox regulatory protein of NADPH oxidases; P14598; p47phox/p22phox peptide binding, fluorescence polarization, 2 h; inhibition, % at 24.7 µM; hit rate 0.53% among 220,000;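 active = inhibition above about 30%, limit read from the data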;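 note: 0% = p47phox with labelled peptide and 100% = labelled peptide alone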
S1P4 antag – antagonists of human S1P4 receptor; hit rate 0.26% among 220,000; inhibition, % at 4.98 µM; AID 1510; S1P4-expressing cells, antagonist mode, reporter read-out; O95977; in the data active = inhibition above about 29%;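 note: 0% = wells stimulated with agonist and 100% = vehicle wells without agonist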
NPY-Y1 antag – blocks the human neuropeptide Y Y1 receptor; HEK293-CNG Y1 cells, membrane potential fluorescence; NPY at EC95, then isoproterenol; inhibition, % at 3.6 µM; hit rate 1% among 200,000; AID 1040;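 active = inhibition above the campaign mean inhibition of all tested compounds plus 3 SD, cut at about 20% in these data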;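 note: 0% = DMSO wells given NPY plus isoproterenol and 100% = isoproterenol alone without NPY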
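Assay system: HEK293 cells with Y1 receptor plus CNG channel | Probe or stimulus: NPY (25 nM), isoproterenol (1 µM), Ro 20-1724 (25 µM) | Timing: Compound incubation 1 h at room temperature, readout 45 min post-stimulation | Measured by: Membrane-potential fluorescent dye readout | Benchmarks: High control isoproterenol alone, low control NPY with isoproterenol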
S1P4 ag – human S1P4 receptor agonism | O95977 | S1P4-expressing cell line, agonist reporter assay | activation, % at 4.98 µM | hit rate 0.35% among 220,000; in the data active = activation above about 11%;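 note: 0% = DMSO vehicle and 100% = reference agonist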
BaF3 tox – counter-screen for JAK2V617F inhibitors: parental Ba/F3 viability inhibitors; inhibition, % at 5.6 µM; hit rate 1.1% among 220,000; CellTiter-Glo ATP luminescence;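 active = inhibition above a per-campaign cutoff, the mean inhibition of all tested compounds plus 3 SD, cut at about 27% in these data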;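 note: 0% = DMSO wells and 100% = JAK Inhibitor I control wells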
NPY2 pot ag – potentiates or activates human NPY-Y2 receptor; P49146; cells expressing NPY-Y2, potentiator/agonist read-out; activation, % at 3.6 µM; hit rate 0.45% among 220,000; in the data active = activation above about 27%;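 note: cells stimulated with NPY near EC25 plus isoproterenol at EC100; 0% = vehicle plus submaximal agonist and 100% = vehicle plus saturating agonist; some results beyond the cut were filed as inactive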
Target sequence (P49146 whole entry, looked up): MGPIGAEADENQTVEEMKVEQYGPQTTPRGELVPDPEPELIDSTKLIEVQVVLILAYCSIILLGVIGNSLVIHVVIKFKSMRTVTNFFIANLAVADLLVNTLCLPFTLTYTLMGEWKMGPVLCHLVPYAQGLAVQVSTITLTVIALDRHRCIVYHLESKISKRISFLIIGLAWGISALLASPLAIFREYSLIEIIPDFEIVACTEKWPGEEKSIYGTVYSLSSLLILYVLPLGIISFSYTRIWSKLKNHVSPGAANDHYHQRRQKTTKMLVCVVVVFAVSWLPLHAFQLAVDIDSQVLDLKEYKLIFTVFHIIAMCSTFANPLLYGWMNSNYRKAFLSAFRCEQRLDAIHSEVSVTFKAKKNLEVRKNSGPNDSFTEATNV
Active calls of the source: *; · = no result given; & = joins results of further samples.

Order of results – Ba/F3 V617F tox, CHOP inhibitor, NPY-Y1 PAM-ag, NCF1 inh, S1P4 antag, NPY-Y1 antag, S1P4 ag, BaF3 tox, NPY2 pot ag
- COc1ccc(OC)c(Nc2cc(C)nc3nc(C)nn23)c1
 : -2, 7, -2, -1, -3, 8, 0.7, 7, 4
- Cc1ccc(NC(=O)CS(=O)(=O)c2c[nH]c3ccccc23)c(C)c1
 : -4, 21, 21, -5, 1, -2, 2.3, -2, 13
- COc1ccc(CCNC(=O)CCn2c(SCC(=O)N3CCCC3)nc3ccccc3c2=O)cc1OC
 : -3, -13, 9, 9, -8, ·, -0.5, -11, -9
- CC(C)CCNC(=O)C1C2C=CC3(CN(Cc4ccccc4Cl)C(=O)C13)O2 (centres undefined)
 : -4, 92*, -6, -17, -7, 1, 4.1, 1, 7
- CCCCn1c(SCC(=O)c2ccc(O)c(O)c2)nc2ccsc2c1=O
 : 40*, 12, 11, -25, -4, 0, -1.9, 12, 17
- COC(CN1C(=O)C(=O)/C(=C(/O)c2ccccc2)C1c1ccccn1)OC (centres undefined)
 : -3, -20, 9, 7, -6, -1, 1.0, 3, -1
- OCCCNC(=S)Nc1ccc(Br)cc1Cl
 : 2, 3, 18, -3, -6, ·, 1.0, 5, 5
- N/C(=N\OC(=O)c1cnn(-c2ccccc2)c1C(F)(F)F)c1cc(C(F)(F)F)cc(C(F)(F)F)c1
 : 0, -4, -13, 0, -6, ·, 0.5, 0, -9
- Cc1ccc(NC(=O)CNC(=O)c2ccccc2F)cc1Cl
 : -1, 17, -14, -1, -6, 10, 0.8, 0, -10
- Nc1nc(F)nc2c1ncn2[C@@H]1O[C@H](CO)[C@@H](O)[C@@H]1O
 : -1, 23, 2, -9, -13, -2, 2.0, 6, 11
- CC(NC(=O)COc1ccc(Br)cc1)C(=O)O (centres undefined)
 : 1, 13, -3, -4, -1, 3, -0.8, 7, 5
- COc1ccc(NC(=O)C(C)N2C(=O)c3ccccc3C2=O)cc1S(=O)(=O)N1CCOCC1 (centres undefined)
 : -1, -6, 3, -9, -4, 2, 2.8, -1, 6
- O=C(CSc1nncs1)N1c2ccccc2Sc2ccccc21
 : 0, 17, 22, -23, -18, -2, -0.2, 6, 4
- COc1ccc(OC)c(S(=O)(=O)N2CCCc3ccccc32)c1
 : 5, 13, -2, 6, 16, 1, 1.0, 5, -2
- O=C(NC1CCCC1)c1ccc(CS(=O)(=O)c2ccc(Br)cc2)o1
 : -2, 10, -1, -7, -24, -3, -1.8, 8, 8
- O=C(Cn1cc2c(n1)CCCC2)N1CCCc2ccccc21
 : 3, 36, -10, 6, 9, -4, 0.5, 1, 9
- CC(C)CN(CC(C)C)C(=O)COc1ccccc1C(N)=O
 : -2, -1, -18, 1, -14, 5, -1.4, 2, 6
- O=[N+]([O-])c1cccc(/C=N/Nc2nc(N3CCOCC3)nc(N3CCOCC3)n2)c1
 : -6, 22, -3, 15, -2, 3, 0.7, 0, 1
- OCCNCCCCOc1ccc(OCc2ccccc2)cc1
 : -1, 10, -27, -17, -22, 9, 0.4, 3, -10
- CC(C)(C#CCN1CCCCC1)OCCOC(c1ccccc1)c1ccccc1
 : -3, 77*, 8, -3, -22, 10, 3.1, -1, -5

Other structures
Order of results – Ba/F3 V617F tox, CHOP inhibitor, NPY-Y1 PAM-ag, NCF1 inh, S1P4 antag, NPY-Y1 antag, S1P4 ag, BaF3 tox, NPY2 pot ag
- Nc1nonc1C(=O)N/N=C/c1ccc(-c2ccc(Cl)c(C(=O)O)c2)o1
 : -2, 9, -1, -1, 4, -2, -0.1, 0, 14
- NC(=O)N/N=C(/CCCCCC/C(=N\NC(N)=O)c1ccccc1)c1ccccc1
 : -2, 31, 9, -5, 14, ·, -1.2, 3, -8
- Cc1ccc(Cn2ccc(NC(=O)CCSc3nc(-c4ccco4)cc(C(F)(F)F)n3)n2)cc1
 : -5, 90*, -33, -25, -29, 10, -1.2, 3, 7
- O=C(c1ccco1)N(CCC(c1ccccc1)c1ccco1)Cc1ccc(F)cc1 (centres undefined)
 : -2, 108*, -21, -14, 16, 25*, -0.8, 3, -44
- Cn1nc([N+](=O)[O-])nc1Oc1ccc2ccccc2c1
 : -5, 0, -35, -4, 6, 3, 0.9, 1, -2
- Cn1cnnc1SCC(=O)Nc1cc(S(=O)(=O)N2CCCCCC2)ccc1Cl
 : 1, -7, 4, -9, -17, -2, -0.1, 9, 2
- CN1CCN(Cc2nc3ccccc3c(=O)n2Cc2nc(-c3ccccc3F)cs2)CC1
 : 15, 30, -3, -5, -5, 9, 0.1, 2, -4
- COCCn1c(=NC(=O)c2ccc(S(=O)(=O)N3CCCc4ccccc43)cc2)sc2cc(S(C)(=O)=O)ccc21
 : -2, 2, 10, -13, -19, 1, -0.5, 5, 1
- Cc1cc(C)c2c(=O)n(CC(=O)Nc3ccc(Cl)cc3)sc2n1
 : -1, 104*, 14, 24, 24, ·, 1.7, -4, 13
- Cn1c(O)c(C(C#N)=C2N=c3ccccc3=N2)c2ccccc21
 : 1, 18, 28, -5, -12, 7, 0.3, 1, 10
- Cc1ccc(S(=O)(=O)NCCC(=O)OCC(=O)Nc2cccc(S(=O)(=O)NC3=NCCCCC3)c2)cc1
 : -1, 2, 2, -17, -1, -4, 1.4, 1, -3
- O=C(O)c1cc2ccccc2c2cc(Br)ccc12
 : 0, 1, -18, -9, 4, ·, 0.3, 2, -15
- Fc1ccc(-n2nnc(-c3cccnc3Cl)n2)cc1
 : 5, -25, 7, -9, 12, 4, -0.3, 0, -10
- COc1ccc(-n2nc(C(N)=O)c(O)cc2=O)cc1
 : 0, 3, -5, -8, -11, 2, 1.6, 8, 0
- O=C(Nc1ccccc1C(=O)N/N=C/c1ccco1)c1ccc(F)cc1
 : 4, 31, -10, -2, -1, 0, -1.0, 2, -4
- CCn1c(SCC(=O)Nc2ccccc2C(=O)OC)nnc1-c1cccc(C)c1
 : -4, 28, -11, 3, -16, 10, 1.3, -2, -15
- CC(=O)C1C(=O)CC(c2ccc(Cl)cc2)CC1=O (centres undefined)
 : -1, 5, -13, -15, -2, ·, 0.7, 1, -8
- COCCNC(=O)C(c1ccc(C)o1)N(Cc1ccco1)C(=O)c1snc(C(N)=O)c1N (centres undefined)
 : -3, 5, 1, -10, -19, -1, 0.8, 1, 2
- CCNc1nc(NCC)nc(OCCOC(=O)c2ccccc2)n1
 : -5, 10, -4, -60, 13, 3, -0.6, 0, 3
- CN(C)c1ccc(C(=S)N2CCCCC2)cc1
 : -4, 2, 5, -8, -20, 3, 1.8, 7, 8

Other compounds follow:
Order of results – Ba/F3 V617F tox, CHOP inhibitor, NPY-Y1 PAM-ag, NCF1 inh, S1P4 antag, NPY-Y1 antag, S1P4 ag, BaF3 tox, NPY2 pot ag
- CC(C)OCCCNC(=O)C(C)Oc1ccccc1 (centres undefined)
 : 0, 10, -6, -9, -11, 7, 2.7, 5, -6
- COc1cc(CNn2nnnc2N)ccc1OCC(=O)NC(C)(C)C
 : -3, 36, -21, 0, -5, 2, -2.9, 6, 8
- CCOC(=O)Cc1nc2ccccc2o1
 : 3, -9, -8, -10, 7, 1, -0.1, 7, -21
- Cc1c(NC(=O)CN2C(=O)C(=O)N(Cc3ccccc3)C2=O)c(=O)n(-c2ccccc2)n1C
 : -1, -4, 17, -2, 3, ·, -1.1, 0, -1
- CC(=O)Nc1ccc(/C=C/C(=O)c2ccccc2)cc1
 : 1, -42, 2, -8, 4, ·, 1.3, -4, 13
- Cn1c(=O)n(C)c2cc(C(N)=O)ccc21
 : 5, -8, -20, 2, -12, 5, -0.1, 2, -9
- CN(Cc1ccccc1)C(=O)c1ccccc1NC(=O)c1ccccc1
 : -4, -15, 3, 1, 2, 2, 2.7, 0, -12
- CCC(C)(C)NC(=O)CN(C(=O)c1csnn1)c1ccccc1-c1ccccc1
 : 4, -6, -10, ·, 1, 1, 1.1, 5, -10
- CCOc1cc(NC(=O)c2cccs2)c(OCC)cc1NC(=O)CCC(=O)NCc1ccccn1
 : 81*, -1, 1, -20, 1, ·, 2.7, 64*, -8
- COc1ccc(C(=O)NC(Oc2ccccc2)C(Cl)(Cl)Cl)cc1 (centres undefined)
 : -3, 36, 12, -6, -13, 8, 0.8, 2, 3
- Cc1nc2sc(C(=O)Nc3ccccc3)c(N)c2c(C)c1[N+](=O)[O-]
 : 6, 24, -6, 0, 3, 4, -1.5, 8, -9
- CCOP(=O)(c1ccc(N(C)C)cc1)C(O)c1c(Cl)cccc1Cl (centres undefined)
 : 4, -3, -17, -4, -8, 4, -3.0, 10, 2
- CC1CCCN(CCCNC(=O)C2CC(=O)N(c3ccc(F)c(Cl)c3)C2)C1 (centres undefined)
 : -1, 0, 0, -13, -15, 7, -0.4, 4, -16
- Fc1ccc(CSc2nncn2NC/C=C/c2ccccc2)cc1
 : -3, -7, 4, -8, -23, 2, 1.2, 8, 4
- Cc1ccc2[nH]c3c(c2c1)CN(C(=O)CN1CCSCC1)CC3
 : -3, 14, 1, -4, -9, -7, 0.2, 1, 12
- O=C1CN(C(=O)COc2ccc(Br)cc2Br)c2ccccc2N1
 : 2, 24, -1, -15, -15, -4, 0.5, -2, -6
- Nc1cc(C(F)(F)F)ccc1-n1cccc1
 : 5, 16, -10, 1, -5, 4, 0.1, 7, -12
- O=C(CS(=O)(=O)Cc1ccccc1)NCc1ccc2c(c1)OCO2
 : 0, 11, -25, -2, 8, 2, -1.8, 4, 9
- Cc1ccc(CN2CCCC(CO)(Cc3ccccc3C)C2)s1 (centres undefined)
 : -2, 20, -15, -3, 4, 13, 0.1, -2, -26
- O=C1NCC(O)=C1C=NC12CC3CC(CC(C3)C1)C2
 : -1&3, -11&30, 25&13, -6&-2, -6&4, -2&1, 0.6&0.5, 6&6, 8&-13

Further entries:
Order of results – Ba/F3 V617F tox, CHOP inhibitor, NPY-Y1 PAM-ag, NCF1 inh, S1P4 antag, NPY-Y1 antag, S1P4 ag, BaF3 tox, NPY2 pot ag
- COc1ccc(OCCOC(=O)c2[nH]c(C)c(C(C)=O)c2C)cc1
 : 3, 22, -4, 6, -14, -6, -0.8, 8, -1
- CCOCCCn1c(=S)[nH]c2cc(C(=O)N3CCN(C)CC3)ccc2c1=O
 : 0, -3, 6, -9, -2, 4, 1.5, 3, -14
- Cn1nc(-c2ccccc2)c(C(=O)Nc2ccc(Cl)cc2)c1Cl
 : -1, 70, -69, -11, -4, 14, -1.8, 2, -35
- Clc1nc(NCCN2CCOCC2)nc(NCc2ccccc2)n1
 : 3, 11, -10, 5, -5, 1, 0.6, 6, -6
- CN1CCN(CC(=O)Nc2ccccc2[N+](=O)[O-])CC1
 : -3, 7, 7, -10, -2, -2, 0.5, 3, 4
